Assay outcomes as filed in PubChem.
LYPLA1 inh = LYPLA1 (human) inhibition in PME1 counter-screen | hit rate 0.16% among 320,000 | inhibition, % at 5.9 µM | O75608 | recombinant LYPLA1, FP-Rh probe fluorescence polarization;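 active means inhibition above the mean of all tested compounds plus 3 SD, set per campaign, cut at about 14% in these data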;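 further: inhibitors block serine hydrolase probe labeling of LYPLA1 so polarization falls; 0% = enzyme with DMSO and 100% = wells lacking LYPLA1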
PAFAH2 inh = inhibitors of human PAFAH2; hit rate 0.99% among 340,000; recombinant PAFAH2, FP-rhodamine activity probe, fluorescence polarization; inhibition, % at 3.39 µM; Q99487;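 active means inhibition above the mean over all tested compounds plus 3 SD, cut at about 30% in these data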;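 further: inhibitors block probe labeling of enzyme so polarization drops; 0% = enzyme with DMSO and 100% = wells lacking PAFAH2 protein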
PME-1 primary = blocks human protein phosphatase methylesterase 1. Q9Y570. recombinant PME-1, FP-Rh probe fluorescence polarization. inhibition, % at 5.9 µM. hit rate 0.53% among 320,000. AID 2130;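 active means inhibition above the campaign mean of all compounds plus 3 SD, cut at about 26% in these data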;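 further: competitive labeling of PME-1 active site by serine hydrolase directed probe; 0% = PME-1 with DMSO and 100% = wells lacking PME-1 enzyme; inhibitors block probe labeling so polarization falls and inhibition rises; many of its hits are not listed in these tables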
Target sequence (Q9Y570 whole entry, looked up): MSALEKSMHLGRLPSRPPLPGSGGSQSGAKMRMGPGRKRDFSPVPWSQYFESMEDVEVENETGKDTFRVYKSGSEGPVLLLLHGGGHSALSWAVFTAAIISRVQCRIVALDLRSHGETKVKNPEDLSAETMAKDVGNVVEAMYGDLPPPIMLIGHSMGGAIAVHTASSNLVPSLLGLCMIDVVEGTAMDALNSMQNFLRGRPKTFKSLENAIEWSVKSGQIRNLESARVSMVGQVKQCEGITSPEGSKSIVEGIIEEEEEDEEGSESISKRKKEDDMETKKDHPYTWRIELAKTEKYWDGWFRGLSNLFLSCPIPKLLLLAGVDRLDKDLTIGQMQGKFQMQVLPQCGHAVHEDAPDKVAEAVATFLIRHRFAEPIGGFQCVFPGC
Fam108B inh = Fam108B inhibition, counter-screen for RBBP9 inhibitors; recombinant Fam108B, FP-Rh probe fluorescence polarization; hit rate 0.33% among 300,000; AID 1947; inhibition, % at 9.51 µM;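 active means inhibition above the screen mean inhibition plus 3 SD, computed separately per campaign, cut at about 18% in these data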;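 further: inhibitors lower polarization as less probe binds the enzyme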
pPAFAH FP inh = pPAFAH (human) enzyme inhibition; Q13093; recombinant pPAFAH, FP-rhodamine probe fluorescence polarization; inhibition, % at 3.39 µM; hit rate 1.5% among 330,000; AID 463082;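 active means inhibition above the mean inhibition across the screen plus 3 SD, cut at about 25% in these data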;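 further: inhibitors block binding of the rhodamine activity-based probe so polarization drops; 0% = enzyme with DMSO and 100% = wells lacking pPAFAH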
PAFAH1B2 FP inh = inhibitors of human PAFAH1B2 | hit rate 1.2% among 340,000 | AID 492953 | P68402 | recombinant PAFAH1B2, FP-rhodamine activity probe, fluorescence polarization | inhibition, % at 3.39 µM;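 active means inhibition above the mean of all tested compounds plus 3 SD, cut at about 24% in these data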;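 further: 0% = enzyme with DMSO and 100% = wells lacking PAFAH1B2; many of its hits are not listed in these tables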
PAFAH1B3 FP inh = blocks human PAF acetylhydrolase 1B catalytic subunit 3 | hit rate 0.28% among 340,000 | recombinant PAFAH1B3, FP-rhodamine probe, fluorescence polarization | inhibition, % at 3.39 µM;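 active means inhibition above the screen-wide average of all tested compounds plus 3 SD, cut at about 25% in these data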;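 further: 0% = enzyme with DMSO only and 100% = wells lacking PAFAH1B3 protein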
Target sequence (Q15102 whole entry, looked up): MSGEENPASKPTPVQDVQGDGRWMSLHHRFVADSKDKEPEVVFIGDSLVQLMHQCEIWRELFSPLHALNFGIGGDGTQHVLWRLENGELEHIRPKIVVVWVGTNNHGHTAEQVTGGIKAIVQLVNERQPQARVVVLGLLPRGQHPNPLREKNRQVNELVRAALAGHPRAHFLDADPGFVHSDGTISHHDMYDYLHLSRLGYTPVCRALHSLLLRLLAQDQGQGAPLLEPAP
GSTO1 counter = GSTO1 inhibition, counter-screen for RBBP9 inhibitors. P78417. recombinant GSTO1, activity-based probe fluorescence polarization. inhibition, % at 5.96 µM. hit rate 1.1% among 300,000. AID 1974;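 active means inhibition above the campaign mean inhibition plus 3 SD, cut at about 35% in these data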;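 further: 0% = GSTO1-1 with DMSO and 100% = wells lacking GSTO1-1 enzyme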
Target sequence (P78417 whole entry, looked up): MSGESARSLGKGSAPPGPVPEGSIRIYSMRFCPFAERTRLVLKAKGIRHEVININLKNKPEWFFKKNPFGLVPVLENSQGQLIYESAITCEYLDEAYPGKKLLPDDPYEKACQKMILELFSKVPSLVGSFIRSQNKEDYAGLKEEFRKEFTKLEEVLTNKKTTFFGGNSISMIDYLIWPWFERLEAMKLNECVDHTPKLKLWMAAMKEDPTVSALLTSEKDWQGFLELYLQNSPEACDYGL
PAD4 inh = blocks human protein arginine deiminase 4; Q9UM07; recombinant PAD4, RCA probe fluorescence polarization; inhibition, % at 6.36 µM; hit rate 0.41% among 330,000; AID 485272;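 active means percent inhibition above a cutoff equal to the mean of all tested compounds plus 3 SD, cut at about 15% in these data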;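 further: 0% = PAD4 with RCA probe and DMSO and 100% = probe without PAD4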
The depositor's hits bear a star; · = no result given. These rows are one share of the data; the hit share may differ from the screen's.

SMILES	LYPLA1 inh	PAFAH2 inh	PME-1 primary	Fam108B inh	pPAFAH FP inh	PAFAH1B2 FP inh	PAFAH1B3 FP inh	GSTO1 counter	PAD4 inh
Cc1ccc(C(C(=O)NCc2ccco2)N(C(=O)CNC(=O)c2cccs2)c2c(C)cccc2C)cc1 (centres undefined)	-6	7	-2	-3	-7	-1	-6	1	-2
Cc1ccc2cc(C(c3nnnn3C(C)(C)C)N3CCCCCC3)c(=O)[nH]c2c1 (centres undefined)	1	0	-9	4	-1	5	2	-4	-6
COc1ccc(CNS(=O)(=O)c2ccc(F)c(C(=O)Nc3ccccc3OC)c2)cc1	4	-19	2	-3	3	-2	-14	2	-4
O=C(CSc1ncn[nH]1)Nc1nc(-c2ccccc2)cs1	-3	2	-5	-1	0	2	4	-2	2
COc1ccccc1NC(=O)Cn1nnc(-c2ccccc2NC(=O)c2cnccn2)n1	0	-14	5	-2	2	3	5	-2	4
COc1cccc(N/C=C/C(=O)c2ccc(OC)c(OC)c2)c1	1	-2	-3	0	5	-1	1	-3	-2
CCOC(=O)NC(=O)c1cn(Nc2ccccc2C(F)(F)F)c(=O)[nH]c1=O	2	5	-2	0	1	2	3	2	-2
Cc1ccc(S(=O)(=O)Nc2ccc3c4c(cccc24)CC3)c(C)c1	-9	2	1	0	-7	-6	-5	-1	-3
Cc1ccc(OCc2n[nH]c(=S)n2-c2ccccc2)cc1	4	10	1	-1	6	3	10	-6	-4
O=C(COC(=O)c1ccccc1O)Nc1cccc(S(=O)(=O)NC2=NCCCCC2)c1	0	8	1	2	2	0	7	16	0
CN(C)C(=O)c1cc(C(=O)c2ccccc2Br)c[nH]1	2	-3	4	2	6	1	0	-1	-1
CCCCOc1ccc(C(=O)NNC(=O)C2C3CCC(C3)C2C(=O)O)cc1 (centres undefined)	-1	2	-7	2	5	0	3	-3	4
Cc1sc2nc(SCc3ccccc3)n(Cc3ccco3)c(=O)c2c1C	0	-6	2	5	8	1	11	-3	-1
O=C(O)c1cccc(CN2C(=O)SC(Nc3ccccc3)C2=O)c1 (centres undefined)	2	-2	1	0	3	5	5	1	-1
COc1ccc(C2=C(C)CC(C)(C)NC2=O)cc1OC	0	2	-4	3	6	-5	6	8	-4
CCCCN(CCCC)c1cc(C)nc(-c2ccccc2O)n1	1	0	-7	1	-3	4	-3	9	2
Fc1ccccc1CNC(=S)Nc1cccc(C(F)(F)F)c1	-6	-2	-8	-3	-2	-2	6	5	1
Cc1c(C=O)c(=O)n(-c2ccccc2)n1C	-2	-7	5	-2	-2	-5	6	-1	-2
CN(C)/C(=N\S(=O)(=O)c1ccc(Cl)cc1)c1ccc(F)cc1	-2	5	5	2	0	8	11	9	-4
COc1cccc(C2CC(c3cccs3)=NN2S(C)(=O)=O)c1OC (centres undefined)	-2	4	3	2	4	3	10	-1	1
Cc1cccc(C)c1NC(=O)NC1(C(=O)N2CCOCC2)CCCCC1	-1	2	0	1	5	3	2	5	-3
Cc1ccc(C)c(S(=O)(=O)N2CCN(C(=O)CCCc3c[nH]c4ccccc34)CC2)c1	-2	10	12	8	9	3	3	-8	7
O=C(NC(=S)Nc1ccccc1N1CCCCC1)c1ccc(F)cc1	-8	2	-3	0	-4	11	7	2	1
Cc1cccc(NS(=O)(=O)c2ccc(Cl)cc2)n1	-2	2	3	-2	0	1	13	0	-3
O=C1C2CCCN2C(=S)N1C1CCCCC1 (centres undefined)	-3	-1	-8	1	0	1	4	7	1
CS(=O)(=O)NCCOc1ccc(S(=O)(=O)N2CCCc3ccccc32)cc1	-3	0	5	-1	5	-2	-4	-1	3
CCCCC1=CC2=CC(=O)C(C)(O)C(=O)C2=CO1 (centres undefined)	2	·	6	4	41*	·	·	25	-5
COc1ccc(/C=N/NC(=O)c2cc(C34CC5CC(CC(C5)C3)C4)[nH]n2)cc1OC	-14	-2	-22	-4	-1	19	5	-4	-4
CCN1CCN(C(=O)c2ccc3c(c2)N(Cc2ccccc2F)C(=O)c2ccccc2S3(=O)=O)CC1	2	11	-1	-1	2	1	3	4	-1
CCN(CC)S(=O)(=O)c1ccc2c(c1)N(CC(=O)Nc1cccnc1Cl)C(=O)CO2	-4	1	6	2	8	4	11	0	4
O=C(COC(=O)CNC(=O)c1ccccc1F)Nc1ncc(Cl)cc1Cl	2	9	1	·	9	1	6	·	1
CC(=O)c1ccc(NC(=O)CCSCCC(=O)Nc2ccc(C(C)=O)cc2)cc1	2	-4	0	-1	-2	2	-3	-1	4
O=C(CCN1CCOCC1)N/N=C/c1cc(Br)cc(Br)c1O	1	14	-6	-1	6	13	12	10	-3
Clc1ccc(-c2nc(-c3ccccn3)no2)cc1Cl	-4	0	-12	-6	2	-6	7	-2	-1
CCOc1cc(/C=N/NC(=O)CSc2nncn2C)ccc1OCc1ccccc1	2	-6	7	1	4	-2	-2	-2	-28
CCNc1nc(NCC)n2c(SCC(=O)Nc3ccc(Br)cc3F)nnc2n1	1	3	4	0	5	0	4	-1	-3

Complete entries as entered above. Order of values: LYPLA1 inh | PAFAH2 inh | PME-1 primary | Fam108B inh | pPAFAH FP inh | PAFAH1B2 FP inh | PAFAH1B3 FP inh | GSTO1 counter | PAD4 inh
Profile of COc1ccc(/C=N/NC(=O)c2cc(C34CC5CC(CC(C5)C3)C4)[nH]n2)cc1OC → -14 | -2 | -22 | -4 | -1 | 19 | 5 | -4 | -4
Profile of O=C(CCN1CCOCC1)N/N=C/c1cc(Br)cc(Br)c1O → 1 | 14 | -6 | -1 | 6 | 13 | 12 | 10 | -3

Laid out differently: entries from further up.
Results follow in this order: LYPLA1 inh	PAFAH2 inh	PME-1 primary	Fam108B inh	pPAFAH FP inh	PAFAH1B2 FP inh	PAFAH1B3 FP inh	GSTO1 counter	PAD4 inh
- Cc1cccc(NS(=O)(=O)c2ccc(Cl)cc2)n1
 : -2	2	3	-2	0	1	13	0	-3
- O=C1C2CCCN2C(=S)N1C1CCCCC1 (centres undefined)
 : -3	-1	-8	1	0	1	4	7	1
- CS(=O)(=O)NCCOc1ccc(S(=O)(=O)N2CCCc3ccccc32)cc1
 : -3	0	5	-1	5	-2	-4	-1	3
- CCCCC1=CC2=CC(=O)C(C)(O)C(=O)C2=CO1 (centres undefined)
 : 2	·	6	4	41*	·	·	25	-5
- COc1ccc(/C=N/NC(=O)c2cc(C34CC5CC(CC(C5)C3)C4)[nH]n2)cc1OC
 : -14	-2	-22	-4	-1	19	5	-4	-4
- CCN1CCN(C(=O)c2ccc3c(c2)N(Cc2ccccc2F)C(=O)c2ccccc2S3(=O)=O)CC1
 : 2	11	-1	-1	2	1	3	4	-1
- CCN(CC)S(=O)(=O)c1ccc2c(c1)N(CC(=O)Nc1cccnc1Cl)C(=O)CO2
 : -4	1	6	2	8	4	11	0	4
- O=C(COC(=O)CNC(=O)c1ccccc1F)Nc1ncc(Cl)cc1Cl
 : 2	9	1	·	9	1	6	·	1
- CC(=O)c1ccc(NC(=O)CCSCCC(=O)Nc2ccc(C(C)=O)cc2)cc1
 : 2	-4	0	-1	-2	2	-3	-1	4
- O=C(CCN1CCOCC1)N/N=C/c1cc(Br)cc(Br)c1O
 : 1	14	-6	-1	6	13	12	10	-3
- Clc1ccc(-c2nc(-c3ccccn3)no2)cc1Cl
 : -4	0	-12	-6	2	-6	7	-2	-1
- CCOc1cc(/C=N/NC(=O)CSc2nncn2C)ccc1OCc1ccccc1
 : 2	-6	7	1	4	-2	-2	-2	-28
- CCNc1nc(NCC)n2c(SCC(=O)Nc3ccc(Br)cc3F)nnc2n1
 : 1	3	4	0	5	0	4	-1	-3

The list continues:
SMILES	LYPLA1 inh	PAFAH2 inh	PME-1 primary	Fam108B inh	pPAFAH FP inh	PAFAH1B2 FP inh	PAFAH1B3 FP inh	GSTO1 counter	PAD4 inh
CCc1ccccc1NC(=S)N(Cc1ccc(OC)cc1)CC1CCC(C(=O)O)CC1 (centres undefined)	0	0	4	-4	3	1	-6	12	2
COc1ccc(NC(=O)/C=C/c2ccc(C)o2)cc1S(=O)(=O)N1CCOCC1	-3	-2	-9	-1	-1	-1	2	1	5
Cc1nc(CS(=O)c2ccccc2)cc(N2CCOCC2)n1 (centres undefined)	0	-3	0	-1	5	2	0	3	-5
CCCC/C(C)=N/NC(=O)Nc1ccccc1	-1	-1	-12	0	1	2	6	1	-5
Cn1cnnc1SCC(=O)Nc1sc2c(c1C#N)CCCCC2	0	9	-2	1	-1	5	1	4	0
Cc1ccc(CSCC(Nc2ccc(C(=O)O)cc2[N+](=O)[O-])C(=O)O)cc1 (centres undefined)	2	5	8	2	-1	12	0	-5	-2
Cc1ccc(CCNC(=O)CS(=O)Cc2nc(-c3cccc(C)c3)oc2C)cc1 (centres undefined)	1	7	-1	-1	-5	6	3	-5	-4
Cc1ccc(N/C=C(/C#N)c2ccsc2)cc1	1	-4	10	4	10	1	4	-5	-1
Cc1ccc2nc(N3CCN(CCO)CC3)nc(-c3ccccc3)c2c1	0	-3	3	0	8	8	8	43*	1
Cc1ccc(-n2[nH]c(C)c(/C=N/Nc3ccc([N+](=O)[O-])cc3[N+](=O)[O-])c2=O)cc1C	6	24	30*	25*	7	8	14	35	-11
CCCN(Cc1cc2ccccc2[nH]c1=O)C(=O)c1cccc([N+](=O)[O-])c1	0	-1	-7	2	1	1	-2	0	-3
CCOc1ccc(/C=N/Nc2ccccc2)cc1	3	-2	1	-1	2	3	7	41*	0
Cc1cc(Cl)ccc1NC(=O)CCN1C(=O)NC(C)(C)C1=O	-3	-4	-1	·	4	2	5	·	1
O=C(NN1CCOCC1)c1cccc2ccccc12	-2	5	1	10	3	0	11	11	-1
Cn1c(C(=O)N2CCC(C(N)=O)CC2)cc2c(=O)n(C)c3ccccc3c21	1	1	0	0	3	5	6	-5	3
CC1CN(C(=O)c2cccc(COc3ccccc3Cl)c2)CC(C)O1 (centres undefined)	4	7	0	3	3	-2	12	4	-5
